AI-2 QS mod = modulates the Vibrio harveyi AI-2 quorum sensing system; actives 0.4% (n = 300,000); Vibrio harveyi JMH597 AI-2 luminescence/OD600 ratio, 9 h; hits give low values; strain lacks LuxN and CqsS sensors; 0 = neutral-control median; activity change, % at 7.5 µM; in the data active = activity change below about -75%, passing the limit was not always enough;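 note: luminescence divided by OD600 gain over 9 h not by final OD600 alone; inactives centre near 13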
GSK3A inh = human GSK-3 alpha kinase inhibition | ADP-Glo luminescence, 60 min | P49840 | inhibition, % at 10 µM | AID 2650 | actives 0.1% (n = 320,000);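 in the data active = inhibition above about 50%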;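 note: GST-tagged GSK-3 alpha with peptide substrate and 25 µM ATP; 0% = DMSO neutral wells and 100% = GW8510 positive control wells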
Target sequence (P49840 whole entry, looked up): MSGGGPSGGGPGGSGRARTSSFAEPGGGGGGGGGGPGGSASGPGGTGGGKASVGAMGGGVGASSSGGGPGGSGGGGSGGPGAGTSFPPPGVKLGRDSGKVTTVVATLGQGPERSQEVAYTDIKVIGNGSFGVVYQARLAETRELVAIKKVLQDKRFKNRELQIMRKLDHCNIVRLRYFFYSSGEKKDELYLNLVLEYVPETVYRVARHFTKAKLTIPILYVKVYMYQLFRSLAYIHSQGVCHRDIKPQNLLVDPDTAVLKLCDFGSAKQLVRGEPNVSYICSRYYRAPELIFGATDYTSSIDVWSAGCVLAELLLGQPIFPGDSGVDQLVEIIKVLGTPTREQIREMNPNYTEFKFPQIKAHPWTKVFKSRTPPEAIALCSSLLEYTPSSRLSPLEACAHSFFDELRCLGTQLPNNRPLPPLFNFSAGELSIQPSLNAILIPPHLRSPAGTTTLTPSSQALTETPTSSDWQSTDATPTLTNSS
HDAC3 inhib = blocks human histone deacetylase 3; O15379; recombinant HDAC3, fluorogenic peptide/trypsin coupled, fluorescence; inhibition, % at 8.3 µM; actives 0.15% (n = 320,000); AID 2718; in the data active = inhibition above about 26%, passing the limit was not always enough
Target sequence (O15379 whole entry, looked up): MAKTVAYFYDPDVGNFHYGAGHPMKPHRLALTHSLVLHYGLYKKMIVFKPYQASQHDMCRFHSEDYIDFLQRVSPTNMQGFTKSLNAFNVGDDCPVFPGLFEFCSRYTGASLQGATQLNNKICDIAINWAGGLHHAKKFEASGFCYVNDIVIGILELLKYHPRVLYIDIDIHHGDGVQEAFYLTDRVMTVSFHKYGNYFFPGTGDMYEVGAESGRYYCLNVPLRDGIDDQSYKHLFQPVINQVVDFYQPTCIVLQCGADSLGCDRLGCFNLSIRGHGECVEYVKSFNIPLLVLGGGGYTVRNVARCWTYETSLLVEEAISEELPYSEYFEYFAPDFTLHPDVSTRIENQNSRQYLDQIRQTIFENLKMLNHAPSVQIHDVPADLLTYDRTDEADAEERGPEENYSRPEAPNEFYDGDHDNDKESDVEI
HSP90 refold inh = HSP90 refolding inhibition in rabbit reticulocyte lysate | inhibition, % at 5.6 µM | luciferase refolding luminescence, 3 h | actives 0.91% (n = 290,000) | AID 1789;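 active = inhibition above the screen-wide mean plus 3 SD, computed separately per campaign, cut at about 16% in these data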;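 note: 0% = DMSO wells and 100% = 60 µM geldanamycin wells; inhibitors lower the luminescence because luciferase stays unfolded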
Platelet DG rel = modulates dense granule release in human platelets; actives 0.22% (n = 300,000); human platelet-rich plasma, SFLLRN dense granule ATP release, luminescence; AID 1663; inhibition, %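 (compounds screened at 7.5 µM in platelet-rich plasma)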;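 active = mean replicate score, as percent of positive control, at or above 50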
HSF-1 act = increases HSF-1 driven luciferase reporter signal; NIH3T3-HGL HSF-1 luciferase reporter, MG132, 8 h; 100% = twice DMSO control signal; activation, % at 9 µM; actives 1.7% (n = 300,000);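 active = mean replicate activation of at least 50% with a set share of replicates each reaching 50%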;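 note: 0% = median of the neutral control wells and 100% = twice that signal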
GSK3B inh = inhibitors of human GSK3beta kinase; activity score (negative = inhibition), % at 10 µM; AID 2097; P49841; actives 0.038% (n = 300,000); GST-GSK3beta kinase, ADP-Glo luminescence, 60 min; hits give low values;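 active = more than half of replicate wells score below -50%, meaning over 50% inhibition versus plate controls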;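 note: 0% = median DMSO wells and -100% = median GW8510 positive control wells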
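Test system: GST-tagged human GSK3beta kinase, cell-free; evaluation: activity score scaled between in-plate DMSO and GW8510 controls; measured by: ADP-Glo luminescence; incubation: 60 min reaction, RT; benchmarks: DMSO and 20 µM GW8510; reagent: peptide substrate plus 25 µM ATP (final); medium: Tris/MgCl2 kinase buffer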
Dyrk1A ADPGlo = inhibitors of rat Dyrk1A kinase. Q63470. ADP-Glo luminescence, NFATc1 peptide. inhibition, % at 12.5 µM. actives 0.43% (n = 310,000); in the data active = inhibition above about 50%;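 note: plate controls were vehicle with enzyme for no effect and no enzyme for full effect; many of its hits are not listed in these tables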
PolyA inh = yeast polyadenylation inhibition; S. cerevisiae SKY197-pL101 polyadenylation reporter, beta-gal luminescence; efflux-impaired pdr1/pdr3 knockout yeast; score 100 = 6 SD above DMSO; calls only at 12 µM; actives 0.02% (n = 300,000);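 active = lowest replicate activity score at least 50, where 100 means six control SD above control mean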;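 note: yeast exposed to compound for 9 h at 30 °C; higher score means more reporter readthrough which indicates perturbed polyadenylation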
HSF1 inhib = HSF1 inhibition. activity change, negative = inhibition, % at 7.5 µM (by protocol). AID 2098. NIH3T3-HGL HSE-luciferase, MG132-induced, luminescence 8 h; hits give low values. actives 0.77% (n = 300,000);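 active = more than half of replicate wells show activity change below -50%, luminescence cut by over half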;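 note: luciferase reports HSF-1 transcriptional activity via heat shock element; 0% = median of DMSO wells and -100% = zero luminescence signal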
* hit, by the source's call; i = inactive; . = not tested or not shown.

SMILES	AI-2 QS mod	GSK3A inh	HDAC3 inhib	HSP90 refold inh	Platelet DG rel	HSF-1 act	GSK3B inh	Dyrk1A ADPGlo	PolyA inh	HSF1 inhib
CCOC(=O)C1CCCN(C(=O)c2ccc(Cl)c(S(=O)(=O)N3CCCCC3)c2)C1 (centres undefined)	17	-9	-5	1	-5	79*	-2	-2	i	24
O=C(Cc1ccc(F)cc1)NCCc1cnc[nH]1	-1	-1	-3	8	-4	38	-1	-3	i	-3
CCOC(=O)C(NC(=O)CC)(Nc1ccccc1OC)C(F)(F)F (centres undefined)	20	-2	1	2	0	-6	2	0	i	1
CNc1ccc(Br)cc(C(=O)/C=C/c2ccc(OC)cc2OC)c1=O	30	4	-2	-3	-12	20	3	-8	i	7
CCOc1ccc(NC(=O)c2cc(Cl)nc3ccccc23)cc1	25	3	2	-4	-12	8	0	0	i	4
OC[C@@H](O)[C@H](O)C(/C=N/Nc1ccccc1)=N\Nc1ccccc1	8	0	.	4	-1	34	2	.	i	-1
Cc1cc(C)c(NC(=O)/C(=C/c2ccco2)c2ccccc2)c(C)c1	13	-1	4	-1	-2	23	2	3	i	12
CC(Oc1ccc(Br)cc1Br)C(=O)NC1CCCC1 (centres undefined)	15	1	4	0	-4	.	2	.	i	.
O=C(CSc1ccccc1)Nc1nnc(/C=C/c2ccccc2)s1	17	-3	2	9	-3	3	0	-2	i	4
CNC(=O)CN(c1ccc2c(c1)OCCO2)S(C)(=O)=O	4	-2	3	6	2	0	2	-7	i	-6
O=C(NCCCn1ccnc1)c1cc(S(=O)(=O)N2CCOCC2)c(Cl)cc1Cl	27	0	2	4	.	-4	-3	-7	i	-10
Cc1ccc(S(=O)(=O)N(CC(=O)Nc2ccccc2C(=O)O)c2ccccc2)cc1	14	-1	-6	-1	6	-6	1	3	i	-2
O=C(CN1C(=O)c2cccnc2C1=O)c1ccccc1	35	-2	-1	-1	-3	6	-2	-3	i	5
COc1ccc2cc3cc(C(=O)NCc4cccs4)oc3nc2c1	3	-2	-10	3	1	20	2	8	i	0
O=C(NN1CCOCC1)c1ccccc1Br	-9	-3	3	-6	0	-3	-1	5	i	-16
COCCN1CCC(CNCc2c(C(=O)N3CCCCC3)nc3c(C)cccn23)C1 (centres undefined)	-2	0	.	1	-1	-3	-1	3	i	1
O=C(Cc1csc(-c2ccccc2)n1)Nc1ccc(C(F)(F)F)cc1	21	-1	4	2	-25	-1	2	5	.	3
Cc1ccc(C)c(OCCC(=O)OCC(=O)NC2CCCC2)c1	5	-2	4	.	-6	3	3	-9	i	-2
O=C(c1ccc2c(=O)n3c(nc2c1)CCCCC3)N1CCN(c2ccccc2)CC1	46	-3	.	-2	-2	-28	-1	8	i	-7
COc1ccc(NC(=O)CN2C(=O)NC(C)(c3ccc(C)cc3)C2=O)c([N+](=O)[O-])c1 (centres undefined)	21	-4	1	-2	0	33	1	2	i	1
COc1cc(CCC(=O)N2CCN(c3cccc(C)c3C)CC2)cc(OC)c1OC	1	-1	12	9	-4	7	4	0	i	-3
Cc1cc(C(=O)Nc2cccc3ccccc23)co1	3	-1	-2	3	12	-8	-3	-3	i	-1
Cc1onc(-c2ccccc2)c1C(=O)Nc1ccc(S(=O)(=O)N2CCCCC2)cc1	52	.	.	1	-4	4	2	-7	i	-2
CC1(C)Cc2nc3sc4c(=O)n(CC(=O)NCc5ccco5)cnc4c3cc2CO1	45	-3	1	1	0	-1	0	5	i	1
Cc1ccn(CC(=O)N2CCCC(N3CCN(c4cccc(Cl)c4)CC3)C2)n1 (centres undefined)	24	-1	-6	-4	8	4	-1	5	i	5
CCOc1ccccc1NC(=O)C(OC(=O)c1ccc(CC)cc1)c1ccccc1 (centres undefined)	10	0	9	-1	1	24	0	-4	i	-14
COc1ccc2[nH]c3c(=O)n(CCCC(=O)NC4CCC(C)CC4)c(=S)[nH]c3c2c1 (centres undefined)	1	0	2	-2	1	13	0	0	i	1
CCc1noc(C)c1C(=O)Nc1nc(-c2ccccc2)cs1	13	1	3	.	-1	6	1	36	i	-5
O=C(NCC1CCCO1)C12CN(Cc3ccccc3)CC1C(c1cccc([N+](=O)[O-])c1)=NO2 (centres undefined)	0	-6	-10	-2	0	11	3	-2	i	0
CCCCc1ccc(NC(=S)N2CCCC2)cc1	33	.	3	16	.	.	-2	3	.	.
COc1cccc(C(=O)Nc2cccc(NC(=O)c3ccccc3Cl)c2)c1	-3	4	0	0	-3	5	3	.	i	7
COc1cccc(NC(=O)NCC2CCN(Cc3ccc(F)cc3)CC2)c1	-7	6	-1	-4	-12	4	-3	5	i	2
Cc1ccc(S(=O)(=O)N(C)C)cc1NC(=O)[C@H](Cc1ccccc1)N1C(=O)c2ccccc2C1=O	8	.	.	-6	-6	-48	1	-1	i	-35
Cc1[nH]n(-c2ccccc2)c(=O)c1C(C[N+](=O)[O-])c1ccccc1Cl (centres undefined)	24	0	-8	0	-11	146*	7	0	i	107
CN(C(=O)CSc1nnc(-c2n[nH]c3ccccc23)o1)c1ccccc1	18	-1	-2	2	9	.	1	43	i	.
Cc1cccc(Nc2c3c(nc4ccccc24)CCC3)c1	24	-1	7	3	-16	0	-1	.	i	-3
Cc1ccc(Nc2ccc(C(N)=O)cc2[N+](=O)[O-])cc1C	-30	0	12	4	10	-4	1	1	i	-7
COc1ccc(OC)c(-c2cc(C(=O)Nc3c(C)nn(Cc4ccccc4C)c3C)no2)c1	-4	2	8	-3	0	37	3	-7	i	14
CC(C)c1ccc(Nc2nc(CC(=O)O)cs2)cc1	51	-1	6	-2	13	-5	1	0	i	-4
O=C(CCCn1c(SCC(=O)c2ccc(O)c(O)c2)nc2ccccc2c1=O)NCC1CCCO1 (centres undefined)	15	-1	-1	2	-6	.	-1	9	.	.
CCOc1cc(C(=O)Nc2ccon2)cc(OCC)c1OCC	11	10	-4	0	-6	11	4	4	i	-5
Cc1ccc(CSCCNS(=O)(=O)c2ccc(C)cc2)cc1	5	-1	14	4	2	-17	0	1	i	2
Cn1cnc(S(=O)(=O)Nc2ccccc2C(=O)NCC2CC2)c1	.	-4	-8	1	10	-5	1	-5	i	-2
O=C(CN1CCN(S(=O)(=O)c2ccc(Cl)cc2)CC1)Nc1ccc(F)cc1F	21	-3	-6	0	2	3	1	1	i	2
COCCn1nnnc1C(c1cc2cc(C)ccc2[nH]c1=O)N1CCN(C2CCCCC2)CC1 (centres undefined)	3	.	.	-1	11	-13	1	-3	i	-12

Of the compounds above, these contain fluorine:
SMILES	AI-2 QS mod	GSK3A inh	HDAC3 inhib	HSP90 refold inh	Platelet DG rel	HSF-1 act	GSK3B inh	Dyrk1A ADPGlo	PolyA inh	HSF1 inhib
O=C(Cc1ccc(F)cc1)NCCc1cnc[nH]1	-1	-1	-3	8	-4	38	-1	-3	i	-3
CCOC(=O)C(NC(=O)CC)(Nc1ccccc1OC)C(F)(F)F (centres undefined)	20	-2	1	2	0	-6	2	0	i	1
O=C(Cc1csc(-c2ccccc2)n1)Nc1ccc(C(F)(F)F)cc1	21	-1	4	2	-25	-1	2	5	.	3
COc1cccc(NC(=O)NCC2CCN(Cc3ccc(F)cc3)CC2)c1	-7	6	-1	-4	-12	4	-3	5	i	2
O=C(CN1CCN(S(=O)(=O)c2ccc(Cl)cc2)CC1)Nc1ccc(F)cc1F	21	-3	-6	0	2	3	1	1	i	2

Remaining list, next part.
SMILES	AI-2 QS mod	GSK3A inh	HDAC3 inhib	HSP90 refold inh	Platelet DG rel	HSF-1 act	GSK3B inh	Dyrk1A ADPGlo	PolyA inh	HSF1 inhib
CC1C(=O)OC(c2ccc(Br)cc2)C(C)(C)C1=O (centres undefined)	17	-2	-1	1	19	-4	3	-6	i	1
COc1cc2[nH]c(=S)n(Cc3ccc(C)cc3)c(=O)c2cc1OC	17	-4	-3	1	5	-5	-1	3	i	-7
C=CCOc1cccc(CNn2cn[nH]c2=S)c1	5	3	3	0	7	-11	-2	4	i	-5
CCOc1ccccc1C(=O)NCC(=O)NCCCSc1ccccc1	6	-3	-2	5	-5	0	4	0	i	-3
CCOc1cccc(CN2CCCC(C(=O)Nc3ccc(-c4ccn[nH]4)cc3)C2)c1O (centres undefined)	23	1	-5	-2	3	-4	1	2	i	0
COc1ccc(-c2cc(C(=O)N3CCCC3)c3ccccc3n2)cc1OC	13	-1	6	2	19	7	0	-5	i	2
Cc1ccc(N(CC(O)CN2CCCC2)S(=O)(=O)c2ccccc2)cc1 (centres undefined)	6	-3	4	-1	1	-3	1	-7	i	-6
O=C(CN1C(=O)CSC1=O)Nc1ccccc1N1CCOCC1	14	3	.	-1	3	-2	1	-7	i	-7
CCOc1cc(/C=N/NC(=O)c2cccnc2)cc(Br)c1OCC(N)=O	26	4	5	-1	-2	28	2	3	i	4
CCN(C(=O)c1c(-c2ccccc2Cl)noc1C)C1CCCCC1	11	-2	1	-7	-2	4	1	1	i	6
COc1ccc(C(=O)Nc2cc(Cl)ccc2C(=O)O)cc1	46	22	-6	-6	1	8	-2	9	i	-2
Cc1ccc(F)cc1NC(=O)COC(=O)COc1ccc(C#N)cc1	62	.	.	.	16	-3	0	-4	.	-4
O=C1c2ccccc2C(=O)N1c1ncc(Cc2ccc(Cl)cc2)s1	.	-1	2	-9	.	.	.	0	.	.
O=C(Nc1ccc(Cl)c(Cl)c1)Oc1ccc(NC(=O)c2ccco2)cc1	44	3	4	-3	2	4	4	-1	i	2
Cc1n[nH]c(C)c1-c1nc2ccccc2[nH]1	11	5	4	-3	-1	0	-1	17	i	-5
OCCOCCOCCn1c2ccccc2c2ccccc21	11	0	-10	-5	4	5	-2	2	i	-1
NCCNc1cc(N2CCCC2)ccc1[N+](=O)[O-]	19	.	12	2	0	3	-12	8	i	-2
CCOC(=O)N1CCN(C(=O)c2cc3cc(C)ccc3[nH]2)CC1	-28	0	-5	-2	-6	-5	-3	-4	i	-1
COc1cccc(NC(=S)NCc2cccnc2)c1	16	-1	-2	7	-2	4	-3	3	i	7
COc1ccc2[nH]c3c(NCc4ccco4)ncnc3c2c1	15	3	-15	-4	-2	25	3	.	i	12
O=C(O)c1cc(S(=O)(=O)O)cc(Nc2c3ccccc3nc3ccccc23)c1O	14	-3	-1	0	-3	14	2	-6	i	4
Cc1cccc(N2CCN(C(=O)c3cc4n(n3)C(C(F)(F)F)CC(c3ccco3)N4)CC2)c1C (centres undefined)	21	0	4	3	2	11	0	4	i	-2
CN(C(=O)c1cc(COc2ccc(F)c(F)c2)on1)C1CCOC1 (centres undefined)	-18	.	.	5	3	6	1	-1	i	9
Cc1ccc[n+](CC(=O)Nc2cc(C(F)(F)F)ccc2Cl)c1	16	0	1	0	3	-15	2	-1	i	-5
CC(Oc1ccc(Cl)cc1Cl)C(=O)NC(=S)N1CCc2ccccc21 (centres undefined)	-4	-4	1	-1	12	21	1	-4	i	-1
O=C(/C=C/c1ccc(S(=O)(=O)N2CCOCC2)cc1)N1CCN(c2ccccc2)CC1	11	0	1	-3	0	10	0	-1	i	5
Cc1nc(-c2ccc3c(c2)OCO3)cs1	0	-3	-2	0	4	12	1	-5	i	-7
CO/N=C/CC(=O)c1ccc([N+](=O)[O-])c(CS(=O)(=O)c2ccc(Cl)cc2)c1	13	2	-3	2	2	26	-3	-3	i	29

Bioassay records from PubChem.

Not all compounds are listed (hit frequency here may not be typical).
